# Assay outcomes from PubChem.
# Pf Dd2 growth: inhibitors of Plasmodium falciparum Dd2 growth. P. falciparum Dd2 growth, SYBR Green, 72 h. Potency, µM (top dose mostly 28.9 µM), without a hit: at the highest dose activity, negative = inhibition, hits mostly inhibitors. hit rate 4.3% among 120,000; active = well fitted inhibition curve with a large enough effect; inconclusive = small, poorly fitted or top-dose-only effect; inactive = no such curve, though single readings can be large or run the other way;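 note: plate controls were DMSO vehicle for no effect and reference drug for full effect; nearly all actives have a fitted effect of over 65% in size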
#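 Readout: SYBR Green fluorescence, 485 nm excitation, 535 nm emission, after ~16 h lysis at 37C. Before that, Dd2-infected red cells (2.5% hematocrit) grew 72 h with compound, 29 uM top final concentration.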
# An asterisk follows results filed as active; i = inactive; ? = inconclusive; & = joins results of further samples; [ ] = remark or other dose. Potency is the fitted concentration of half-maximal effect. These rows are one share of the data. The share of hits here may be higher or lower than overall.
compound	Pf Dd2 growth
Cc1cc(C)c2c(=O)cc(C(=O)Nc3ccc(S(=O)(=O)Nc4nc(C)cc(C)n4)cc3)oc2c1	i
Cc1ccc(-c2ccc(CCC(=O)O)n2-c2ccc(C(N)=O)cc2)cc1	88.5%[activator][5.79 µM]
C=C[C@H]1CN2CC[C@H]1C[C@@H]2CNC(=O)c1ccc(-c2ccccc2)cc1	-24.7%[44.1 µM]
CCOc1cccc(C2c3c(-c4cc(C)ccc4O)n[nH]c3C(=O)N2Cc2ccco2)c1 (configuration not stated)	10µM*
CCc1nc2c(c(-c3ccc(Cl)cc3)n1)CCN(Cc1ccc(C#N)cc1)CC2	?
Cc1cnn(CC(=O)N2CCC(Cn3c(C)cnc3C3CC3)CC2)c1	-11.9%
O=C1OCC2(CCN(Cc3ccc(Cl)cc3)C2)N1Cc1ccccn1 (configuration not stated)	i
Cc1ccc(NC(=O)Cn2c(=O)n(CC(=O)NCCc3ccccc3)c(=O)c3ccccc32)cc1C	35.8%[activator]
CCOc1ccc(C(=O)Nc2ccc(-c3nc4cc(CC)ccc4o3)cc2)cc1	12.2%
CC(C)CNC(=O)N1CCCCCC1CN1CCOCC1 (configuration not stated)	-14.2%
CCC(CC)NC(=O)C1Cn2cccc2C(=O)N1 (configuration not stated)	28.6%
COCCNC(=O)c1ccc(-c2ccc(N3CCCCCC3)nc2)cc1	i
O=C1NC2(CCN(Cc3ccccc3C(F)(F)F)C2)COc2ccccc21 (configuration not stated)	i
COc1ccc(CNS(=O)(=O)c2cc3c(cc2C)n(C)c(=O)c(=O)n3C)cc1	i
CN(C)S(=O)(=O)c1ccc2c(c1)N(CC(=O)N1CCC(C(N)=O)CC1)CCS2	28.4%

# Reformatted: entries from further up.
Cc1ccc(NC(=O)Cn2c(=O)n(CC(=O)NCCc3ccccc3)c(=O)c3ccccc32)cc1C
- Pf Dd2 growth: 35.8%[activator]

CCOc1ccc(C(=O)Nc2ccc(-c3nc4cc(CC)ccc4o3)cc2)cc1
- Pf Dd2 growth: 12.2%

CC(C)CNC(=O)N1CCCCCC1CN1CCOCC1 (configuration not stated)
- Pf Dd2 growth: -14.2%

CCC(CC)NC(=O)C1Cn2cccc2C(=O)N1 (configuration not stated)
- Pf Dd2 growth: 28.6%

# Remaining list, next part:
compound	Pf Dd2 growth
C[C@@H]1CN(C(=O)c2nc3sccn3c2CN(C)Cc2ccc3nonc3c2)C[C@H](C)O1	-11.0%
COC(=O)c1cc(C#N)c(N2CCCC(O)(CN(C)C)CC2)nc1C (configuration not stated)	?
CN1CCC(C(=O)N2Cc3ccccc3OC3(CCN(C(=O)N(C)C)CC3)C2)CC1	10.2%&-12.8%
COc1ccc(C2(C(=O)N3CCC4(CC3)C(OC)C(=O)N4c3cccc(F)c3)CC2)cc1 (configuration not stated)	?
O=C(COc1ccc(F)cc1)Nc1ccccc1C(=O)OCc1cc(=O)n2ccsc2n1	-6.2%
Cc1ccc(-c2cc(N3CCCN(C(=O)c4cccn4C)CC3)n[nH]2)cc1C	?
COc1ccc(C(=O)Oc2ccc(C(c3c(C)[nH][nH]c3=O)c3c(C)[nH][nH]c3=O)cc2)cc1	18.8%
CN1C[C@@H](NC(=O)CC(C)(C)CC(=O)O)C[C@H]1c1nc(-c2ccccn2)no1	1.2%[44.1 µM]
COc1ccc(CNc2oc(COc3cccc(C)c3)nc2C#N)cc1	0.4%
CC(C)OCCCNc1nc2c([S+](=O)([O-])c3ccncc3)nnn2c2ccccc12	?
Cn1nc(C(=O)Nc2ccc(F)c(Cl)c2)c2c1-c1ccccc1S(=O)(=O)C2	8.91µM*
Cc1ccc(C)c(CN2C(=O)c3ccccc3S(=O)(=O)c3ccc(C(=O)NCCC4=CCCCC4)cc32)c1	?
O=C(c1ccc(Cl)cc1)N1CCOCC2(CN(Cc3ccccc3)C2)C1	-28.2%[44.1 µM]
N#Cc1ccc(O[C@@H]2CCOC[C@H]2NC(=O)CCc2cccs2)cc1	-19.0%
Cc1nc(CN2CCN(c3nccc(-c4cccnc4)n3)CC2)cs1	-26.6%
COc1ccc(-c2cc(C(F)(F)F)nc(NCc3ccccc3)n2)cc1OC	?
Fc1ccc2ncc3c(-c4ccccc4)n[nH]c3c2c1	i
CN(C)CC1(O)CCC2(CCN(C(=O)CCC3CCCC3)CC2)CC1	?
COc1ccc(-n2nc(C)c([C@@H]3C=C[C@@H](NS(=O)(=O)c4cccs4)C3)c2C)cc1	?
CN1CCC(N[C@@H]2CO[C@H](CNC(=O)CC(C)(C)C)[C@H]2O)CC1	29.8%[44.1 µM]
COCCNC(=O)CSc1c(C)cnc2c1c(=O)n(C)c(=O)n2C	4.5%
CCc1cccc(NC(=O)c2ccc3c(c2)N(C)C2CCCCN2C3=O)c1 (configuration not stated)	?
CC(=O)N1c2nc(-c3ccco3)nn2C2(CCCCC2)[C@@H]2CCCC[C@@H]21	i
CN(Cc1cccnc1)Cc1nc(C2(O)CCN(C3CCC3)CC2)cs1	?
Cc1cccc(N(C)C(=O)Cn2ccn3nc(-c4ccc(F)cc4)c(CO)c3c2=O)c1	-0.4%
OC1(c2csc(CN3CCc4ccccc4C3)n2)CCNCC1	?
O=C(N[C@H]1CCN2C(=O)c3cc(-c4ccccc4)ccc3NC(=O)[C@H]12)c1cnccn1	11.2µM*
CS(=O)(=O)N1CCCN(CC2CCCCC2)CCNC(=O)CC1c1ccccc1 (configuration not stated)	?
COc1cccc(C2=NN(S(C)(=O)=O)C(c3cn(-c4ccccc4)nc3-c3cccs3)C2)c1 (configuration not stated)	i
COC[C@@H]1CN(C(=O)c2cncc(C)c2)C[C@H]1C(N)=O	7.0%
COc1ccc(OC)c(NC(=O)Cn2cccc2-c2nc(-c3ccc4c(c3)OCO4)no2)c1	?
CCS(=O)(=O)N(C1CC1)C1CCOC2(CCN(C(=O)c3cccc(C)c3)CC2)C1 (configuration not stated)	-8.8%
O=C(CN1C(=O)C(c2ccccc2)=NC12CCCCC2)NC1CCCCC1	i
CCCOc1ccc(CC2C(=O)Nc3ccc(Br)cc32)cc1 (configuration not stated)	-10.6%
CN(C)CCNC(=O)c1ccc(-n2c(-c3ccccc3)cc3c2CCCC3)cc1	?
O=C(c1ccc2cc[nH]c2c1)N1CCC2(CC1)CC(O)CCO2 (configuration not stated)	-16.0%
COc1ccc(-c2nc(S(=O)(=O)c3ccc(Cl)cc3)c(N3CCCCCC3)o2)cc1	-1.8%
CCC(C(=O)NCc1ccco1)n1nc(C)c2c(C)n(-c3ccc(C)cc3)nc2c1=O (configuration not stated)	i
COCCNC(=O)[C@H]1CN2CCC1C[C@@H]2Cn1cc(-c2ccc(OC)cc2)nn1 (some centres not stated)	5.9%[44.1 µM]
COc1ccc(-c2ccnc3c(-c4ccc(F)cc4)c(C)nn23)cc1OC	4.1%
O=C1COc2ccc(Oc3ccccc3)nc2CN1Cc1ccccc1	-23.8%[44.1 µM]
COc1ccc(NC(=O)c2ccco2)cc1NC(=O)COc1ccc(Cl)cc1C	16.2%
Clc1ccc(Oc2cccc(CN3CCN(C4CCNC4)CC3)c2)cc1 (configuration not stated)	?
CN(C)[C@H]1CCN(C(=O)c2ccc(S(N)(=O)=O)cc2)C[C@H]1CCC(=O)O	-4.7%
CCCN(C/C=C/c1ccccc1)C(=O)c1cccc(OCC(N)=O)c1	-3.9%
Cc1cccc2nc(CNC(=O)c3cccc(C4CCNC4)c3)cn12 (configuration not stated)	-8.6%
Cn1c(CNC(=O)CSc2n[nH]c(-c3ccccc3Cl)n2)nc2ccccc21	7.7%
CCOC(=O)c1cc(-c2ccc(OC)cc2)n(CCC(=O)NC2CCCCC2)c1C	-7.7%
Cc1cccc(Oc2ccc(NC(=O)CCC(=O)OCC(=O)c3ccc(Br)cc3)cc2)c1C	6.5%
O=C(Nc1ccccc1F)N1CC2CCC(C1)N2Cc1cccc(-c2cccs2)c1	?
CC(C)N1C(=O)C2(CCN(C(=O)c3ccc(Cl)cc3)C2)c2ccccc21 (configuration not stated)	?
Cc1n[nH]c(C)c1C(N)C(=O)NCc1cc(C(F)(F)F)ccc1F (configuration not stated)	-14.4%
CN1C(=O)c2cccn2CC1CNC(=O)Cc1cccc(F)c1 (configuration not stated)	-9.2%
O=C1NCCCCCCN(C(=O)C2CCCC2)[C@H]2C[C@H](C(=O)N3CCN(c4ccccn4)CC3)C[C@@H]12	?
CCCNC(=O)CN1C(=O)CSc2ccc(S(=O)(=O)N3CCC(C)CC3)cc21	-0.5%
Cc1oc2ccn(Cc3cccc(F)c3)c(=O)c2c1C(=O)NCc1cccnc1	-4.3%
CN(Cc1ccccc1)c1ncnc2onc(-c3ccc(F)cc3)c12	?
CC(C)(C)CC(=O)N1CC[C@@H](CC(=O)O)[C@@H](CCN2CCOCC2)C1	3.5%[44.1 µM]
CC(=O)c1cccc(NC(=O)CCc2c(C)nc3c(-c4ccc(F)cc4)c(C)nn3c2C)c1	i
COc1cccc(CC(=O)Nc2ccc3ncnc(N4CCCC4)c3c2)c1	-24.5%

# Remaining list, next part.
compound	Pf Dd2 growth
Cc1cc(Cl)ccc1OCC(=O)N[C@@H]1CCOC[C@H]1OCC(=O)O	2.1%
CCOc1ncccc1C(=O)N1C[C@H](OCC)[C@@H](O)C1	2.4%
O=C(CC1C(=O)NCCN1Cc1ccc(-c2ccccc2)cc1)NCc1ccco1 (configuration not stated)	8.6%
Cc1ccc(OCC(=O)NCc2cccnc2N2CCOCC2)cc1	-22.9%
COc1ccccc1CNC(=O)CSc1nc(=O)[nH]c2c1CCC2	i
O=C(C1CC1)N1CCN(c2nc3ccc(F)cc3s2)CC1	i
CCOC(=O)N1CCc2c(sc3c2c(=O)n(Cc2ccccc2)c(=O)n3Cc2ccc(C)cc2)C1	2.51µM*
COc1ccc(-c2nc3n(n2)C(c2ccccc2F)C(C(=O)Nc2cccnc2)=C(C)N3)cc1OC (configuration not stated)	10µM*
Cc1c(Cl)cccc1NC(=O)Cn1c(=O)cc(C)c2c(C)nn(-c3cccc(F)c3)c21	81.3%[activator]
CCn1nccc1C(=O)N1CCCC(c2nnnn2C)C1 (configuration not stated)	5.7%
CNC(=O)[C@@H](c1ccc(Cl)cc1)N1CCC[C@H]1C(=O)NCC1CC1	-14.4%[44.1 µM]
COc1ccc(NC(=O)CN(c2cc(C)cc(C)c2)S(=O)(=O)c2c(C)noc2C)cc1Cl	?
Cc1cc2[nH]c(=O)c(=O)[nH]c2cc1S(=O)(=O)Nc1ccc(OC(F)(F)F)cc1	63.9%[activator]
COc1ccc(N2CCN(C(=O)c3nc(-c4ccc(Cl)cc4)n4c3CCCCC4)CC2)cc1	i
Cc1ccc2oc(-c3ccc(C)c(NC(=O)c4ccc(C(C)(C)C)cc4)c3)nc2c1	-7.1%
Cc1cc(C)cc(C(=O)NC2CCN(c3cn[nH]c(=O)c3)CC2)c1	i
Cc1cc(C)c(CSc2nnc(C)n3c2cc2occc23)c(C)c1	?
C=CCN1CC(C(=O)N2CCn3nc(Cc4ccccc4)cc3C2)CC1=O (configuration not stated)	-0.1%
CNCC(=O)N1CCC(C2CCN(C(=O)NC)CC2)C1 (configuration not stated)	39.6%[activator]
CCS(=O)(=O)N1CCC(Nc2cccnc2)C1 (configuration not stated)	17.1%[5.79 µM]
COc1ccc(N2CC(NC(=O)c3ccc4c(c3)OCO4)CC2=O)cc1 (configuration not stated)	i
COc1ccc(NC(=O)N2CC(C(=O)N(C)C)C3(CCOCC3)C2)c(C)c1 (configuration not stated)	18.3%
Cc1c(C(=O)N2CCC(C)CC2)c(S(=O)(=O)Nc2ccc(OC(F)(F)F)cc2)c(C)n1C	i
CCNC(=O)c1cccnc1OC1CCN(C(=O)c2ccccc2Cl)C1 (configuration not stated)	-3.3%
CCOc1ccccc1CN1CCC2(CCN(C(=O)C(C)(C)C)CC2)Oc2ccccc21	?
COCCC1(C(=O)O)CCCN(Cc2ccc3c(c2)CC(C)(C)O3)C1 (configuration not stated)	-15.5%
O=C(NCC1CCCCO1)c1ccc(OC2CCN(C(=O)C3CC3)CC2)cc1 (configuration not stated)	?
CCOc1cccc(CNC(=O)c2c(C)sc3ccn(CC)c(=O)c23)c1	-10.9%
O=C(Nc1cccc(Cl)c1)c1ccnc(-c2nnc3ccc(N4CCOCC4)nn23)c1	?
CCC(C)(C)NC(=O)c1ccc(-c2nnc3ccc(NC(=O)C4CC4)cn23)cc1	?
Cc1noc(C)c1COc1ccc(C(=O)N[C@@H]2CN(C(=O)Nc3cccc(C(F)(F)F)c3)CCC[C@H]2O)cc1	i
O=C(NC1CC1)c1ccccc1OC1CN(Cc2cc(F)c(F)c(F)c2)C1	?
O=C(C[C@@H]1CCNC[C@@H]1Cc1cc(CN2CCCCC2)on1)NCc1cccs1	-16.0%[44.1 µM]
COc1ccc(OC)c(C(=O)c2c(N)c(-c3nc(-c4ccc(C)c(C)c4)cs3)c3ccccn23)c1	?
O=C(NC1CCN(Cc2ccccc2)CC1)c1cc2n(n1)CC(c1ccc3c(c1)OCO3)OC2 (configuration not stated)	?
COc1cc(C(=O)Nc2cc(C)ccc2OCc2cc(=O)n3cc(C)sc3n2)cc(OC)c1OC	10.9%
Cc1c(C(=O)NCCc2ccc(S(N)(=O)=O)cc2)sc2nc3n(c(=O)c12)CCCC3	5.5%
Cc1ccccc1CC(=O)N1CCC[C@H]1c1nc(-c2ccccc2Cl)no1	?
